Giardia killer – Small Molecules that selectively kill Giardia lamblia: qHTS; Giardia lamblia trophozoite viability; activity change, % at 7.66 µM, hits read low; actives 0.15% (n = 340,000); in the data active means activity change below about -80%; inconclusive means between about -30% and that limit;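 further: parasites exposed to compound for two days anaerobically before the ATP read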
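Giardia trophozoites, 100 cells per well, were exposed to compounds for 48 hrs at 37 deg C under anaerobic conditions; viability was then read as ATP content by bioluminescence after 15-30 min at room temperature.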
Coupling enz – qHTS Assay for Inhibitors of Fructose-1,6-bisphosphate Aldolase from Giardia Lamblia: Coupling assay counterscreen; coupling enzyme system counterscreen, AmpLite Red fluorescence; activity change, negative = inhibition, % at 58.2 µM, hits read low; actives 0.67% (n = 290,000); AID 2472, 2010; in the data active means activity change below about -30%
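Counterscreen of the coupled detection system alone, without aldolase: glyceraldehyde-3-phosphate coupling enzymes plus AmpLite Red readout. Compounds at 57.5 uM final, 10 min RT preincubation, 20 min RT reaction, fluorescence 525/598 nm.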
PKM2 activator – qHTS Assay for Activators of Human Muscle isoform 2 Pyruvate Kinase | AID 1631, 2009 | Pyruvate kinase PKM (Homo sapiens), P14618 | actives 0.34% (n = 260,000) | purified PKM2, Kinase-Glo ATP luminescence, activation; response scale: 0% is enzyme alone, no compound | Potency, µM (titrated, usually from 57.5 µM), for the others: at the highest dose activation, hits mostly activators; further: potency means the concentration at half of the fitted maximal effect; nearly all actives have a fitted effect of over 55% in size
Target sequence (P14618 whole entry, looked up, canonical isoform): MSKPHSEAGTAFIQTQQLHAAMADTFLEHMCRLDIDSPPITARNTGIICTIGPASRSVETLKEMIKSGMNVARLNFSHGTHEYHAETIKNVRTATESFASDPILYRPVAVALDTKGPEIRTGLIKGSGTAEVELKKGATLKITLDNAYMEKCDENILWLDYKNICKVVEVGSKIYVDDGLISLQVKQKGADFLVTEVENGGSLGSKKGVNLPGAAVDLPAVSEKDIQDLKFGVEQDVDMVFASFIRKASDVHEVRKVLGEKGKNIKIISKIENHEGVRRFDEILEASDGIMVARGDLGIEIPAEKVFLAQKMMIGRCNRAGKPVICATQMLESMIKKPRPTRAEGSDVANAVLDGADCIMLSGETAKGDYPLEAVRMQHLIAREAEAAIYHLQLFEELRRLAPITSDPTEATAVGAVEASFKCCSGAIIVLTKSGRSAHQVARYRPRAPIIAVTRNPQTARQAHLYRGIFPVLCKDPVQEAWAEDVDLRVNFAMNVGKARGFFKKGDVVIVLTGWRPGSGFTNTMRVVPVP
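Purified hPK-M2 (>95%) run at intermediate activity with 0.1 mM ADP and 0.5 mM PEP in 50 mM imidazole pH 7.2, KCl, MgCl2; 1 h room temperature. ATP formed read by Kinase-Glo luminescence; normalized to uninhibited and no-enzyme controls.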
GALK inh – qHTS Assay for Inhibitors of Human Galactokinase (GALK); P51570; Purified GALK, Kinase-Glo residual ATP luminescence; Potency, µM (titrated, usually from 57.5 µM), without a hit: top-dose activity change, negative = inhibition, actives largely listed as inhibitors; actives 0.007% (n = 270,000); further: potency means the concentration at half of the fitted maximal effect
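Galactose (100 uM) and ATP (35 uM) were turned over by 5 nM GALK for 1 h at RT. Kinase-Glo Plus then converted the remaining ATP into a luminescent signal.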
KCNH2 WT inh – qHTS for Inhibitors of KCHN2 3.1: Wildtype qHTS; actives 0.37% (n = 340,000); U2OS, BacMam KCNH2, thallium flux FluxOr; hits give low values; Voltage-gated inwardly rectifying potassium channel KCNH2 (Homo sapiens), Q12809; activity change, % at 1.84 µM; AID 720551, 2013;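 active means maximum activity change below -70%; inconclusive means maximum activity change between -70% and -50%; inactive means maximum activity change above -50%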
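U2OS cells were transduced with wild-type KCNH2 virus (2.03 x 10^8 / mL) for 4 h at room temperature, then cultured overnight at 37 C. Thallium flux was read with FluxOr dye. Rate constants were normalized to DMSO controls.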
B2AR arrestin – qHTS assay of beta-arrestin-biased ligands of beta2-adrenergic receptor | Beta-2 adrenergic receptor (Homo sapiens), P07550 | beta-arrestin recruitment to beta2AR, cell-based reporter | Potency, µM (series often up to 46.1 µM), inactives show at the highest dose activation, most hits filed as activators | actives 0.02% (n = 330,000);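 further: potency means the concentration at half of the fitted maximal effect; 0% = DMSO controls and full agonism = EC100 isoproterenol or metaproterenol; nearly all actives have a fitted effect of over 65% in size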
Target sequence (P07550 whole entry, looked up): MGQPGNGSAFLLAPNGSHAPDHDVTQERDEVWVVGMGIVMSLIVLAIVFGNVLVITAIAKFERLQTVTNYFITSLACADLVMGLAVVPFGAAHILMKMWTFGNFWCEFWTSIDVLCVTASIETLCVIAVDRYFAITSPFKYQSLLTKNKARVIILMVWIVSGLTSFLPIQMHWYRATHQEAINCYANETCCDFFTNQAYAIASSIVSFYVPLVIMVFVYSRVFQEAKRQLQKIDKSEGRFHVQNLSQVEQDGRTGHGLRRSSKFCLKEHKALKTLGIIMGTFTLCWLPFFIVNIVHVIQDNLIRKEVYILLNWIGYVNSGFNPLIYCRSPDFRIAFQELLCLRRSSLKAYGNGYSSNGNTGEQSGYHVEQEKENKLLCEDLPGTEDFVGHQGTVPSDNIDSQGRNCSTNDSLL
USP2a inh – qHTS Assay for Inhibitors of Ubiquitin-specific Protease USP2a Using CHOP2 as the Reporter; USP2 core, Ub-CHOP2 coupled fluorogenic reporter, 485/531; Potency, µM (titrated, usually from 38.3 µM), without a hit: at the top dose activity change, negative = inhibition, actives largely listed as inhibitors; actives 0.01% (n = 330,000); AID 463254, 2010;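 further: potency means the concentration at half of the fitted maximal effect; plate controls were DMSO wells for no effect and full inhibition by NEM control for full effect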
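Deubiquitinase activity read as fluorescence (485/531 nm) after Ub-CHOP2 cleavage activates the enterokinase reporter on its substrate; USP2 core 10nM, Ub-CHOP2 and substrate 25nM each, 30min compound preincubation then 60min RT; data normalized to NEM, curves fitted.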
Eya2 inh – qHTS Assay for Inhibitors of the Phosphatase Activity of Eya2; Protein phosphatase EYA2 (Homo sapiens), O00167; recombinant Eya2, OMFP fluorescence dephosphorylation (OMFP is methylfluorescein phosphate); actives 0.006% (n = 330,000); Potency, µM (top dose mostly 76.9 µM), for inactives: at the highest dose activity, negative = inhibition, hits mostly inhibitors; further: potency means the concentration at half of the fitted maximal effect
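Eya2 (0.2 uM) preincubated 10 min at ambient with compound, then OMFP substrate added at 50 uM; 10 min reaction in 50 mM HEPES pH 7.5, 50 mM NaCl, 5 uM MgCl2, 0.05% BSA, 1 mM DTT. Fluorescence read at Ex 485/Em 525 nm.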
Chronic BCR inh – qHTS Assay to Find Inhibitors of Chronic Active B-Cell Receptor Signaling; ABC-DLBCL IkBa-CBG/CBR reporter, luminescence ratio, 4 h; Potency, µM (doses to about 46.1 µM), without a hit: top-dose ratio change, negative = lower green/red ratio, hits mostly inhibitors; actives 0.05% (n = 340,000); active means well fitted inhibition curve with a large enough effect in the signal ratio, with a control signal flat, not every such curve was filed as active; inconclusive means small, poorly fitted or top-dose-only effect, or effect the other way, or a change in a side signal; the % refers to the signal ratio;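 further: potency means the concentration at half of the fitted maximal effect; plate controls were basal doxycycline-induced cells for no effect and cells given 10 µM MG132 for full effect; MG132 reads +100%, hits lower the ratio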
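TMD8 ABC-DLBCL cells carrying doxycycline-inducible green luciferase fused to IkappaBalpha plus unfused red luciferase were exposed to compounds (up to 46 uM) for 4 hrs at 37C. Activity came from the overlap-corrected green/red luminescence ratio.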
uPA generation – qHTS for Inhibitors of Cell Surface uPA Generation; cell surface uPA generation assay, qHTS; Potency, µM (doses to about 38.3 µM), without a hit: top-dose activity change, negative = inhibition, actives largely listed as inhibitors; actives 0.31% (n = 330,000); AID 540303, 2011; active means well fitted inhibition curve with a large enough effect; inconclusive means small, poorly fitted or top-dose-only effect; inactive means no such curve, though single readings can be large or run the other way; tested in mouse RAW 264.7 cells; further: potency means the concentration at half of the fitted maximal effect; nearly all actives have a fitted effect of over 55% in size
KCNH2 3.1 inh – qHTS for Inhibitors of KCHN2 3.1: Mutant qHTS; Potassium voltage-gated channel subfamily H member 2, brain isoform KCNH2 3.1 (human); U2OS KCNH2 3.1, thallium flux FluxOr; hits give low values; activity change, % (tested at about 1.8 µM); actives 0.95% (n = 340,000); AID 720553, 2013;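 active means maximum activity change below -70%; inconclusive means maximum activity change from -70% to -50%; inactive means maximum activity change above -50%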;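 further: thallium influx rate constant from kinetic fluorescence after stimulation buffer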
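FluxOr-based Tl+ influx in U2OS cells transduced with KCNH2 3.1 virus; rate constants normalized to DMSO controls.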
* marks the source's active call; other numbers are inactive results; i = inactive; ? = inconclusive; · = not tested or not shown. Unless noted, the call rests on the fitted dose curve; in most records, active means well fitted curve in the direction sought with a large enough effect; inconclusive means small, poorly fitted or top-dose-only effect, or another doubt; inactive means no such curve, though single readings can be large; an effect the other way counts as inactive or inconclusive. Unless noted, on the % scale 0 is the no-effect control and ±100 the full control effect.

entry	Molecule	Giardia killer	Coupling enz	PKM2 activator	GALK inh	KCNH2 WT inh	B2AR arrestin	USP2a inh	Eya2 inh	Chronic BCR inh	uPA generation	KCNH2 3.1 inh
1	COc1ccc(-c2noc(C3CCCN(S(=O)(=O)c4cccc(Cl)c4C)C3)n2)cc1OC (configuration not stated)	0	-5	-3%	1%	8	0.0%	0%	14%	?	·	-20
2	Cc1cc(=O)[nH]c(SCC(=O)Nc2ccc(N3CCCCC3)cc2)n1	0	·	·	·	3	0.0%	2%	0%	1%	-12%	-4
3	Cc1ccc(-c2nnc(CN3CCN(C)CC3)o2)cc1	6	2	·	0%	-5	-0.4%	2%	6%	8%	1%	22
4	CC(=O)NC1CCCN(O)C(=O)/C=C(\C)CCOC(=O)C(NC(C)=O)CCCN(O)C(=O)/C=C(\C)CCOC(=O)C(NC(C)=O)CCCN(O)C(=O)/C=C(\C)CCOC1=O (configuration not stated)	0	2	2%	0%	-8	0.5%	0%	0%	-5%	3%	11
5	CCN(C(=O)Cn1c(=O)n(Cc2ccccc2)c(=O)c2ccccc21)c1cccc(C)c1	6	-1	3%	-1%	0	0.2%	-3%	-38%	?	8%	3
6	N#C/C(=N\Nc1ccccc1)C(=N)N1CCCCC1	14	-2	1%	0%	7	-0.1%	7%	36%	-18%	-7%	-14
7	O=C(NC1CCCCC1)C(c1ccc(F)cc1)N(CCN1CCOCC1)C(=O)c1ccc(-c2ccccc2)[nH]1 (configuration not stated)	-3	-1	13%	1%	-7	0.2%	2%	-7%	3%	0%	-2
8	CN(C)CCNCc1ccc(OC2CCCC2)cc1	-6	1	8%	1%	8	0.1%	0%	12%	12%	-4%	8
9	CN(C)/C=C/C(=O)c1ccc2noc(-c3ccccc3)c2c1	1	5	·	3%	-2	0.1%	-1%	-4%	?	2%	-3
10	COc1ccc(-c2nc3ccccc3s2)cc1O	?	-4	-22%	1%	-2	-0.3%	3%	-6%	?	-19%	5
11	O=CN1CC(=O)N(c2ccccc2)c2c([nH]c3ccccc23)C1	-16	-4	-1%	-1%	-7	-0.6%	-1%	-10%	3%	-1%	11
12	O=C(Nc1ccc(-c2nc3ccccc3o2)cc1)c1ccc2c(c1)OCO2	-2	9	-2%	1%	6	·	·	·	·	·	-2
13	CCC(=O)Nc1ccc(-c2nnc(SCc3ccc(C(=O)Nc4nccs4)cc3)n2CC)cc1	-17	·	-1%	-1%	-5	0.0%	2%	-16%	?	3%	-16
14	O=C(CSc1nnc(NC(=O)C2CC2)s1)Nc1ccccc1C(F)(F)F	15	0	6%	16%	-3	-0.1%	4%	0%	-3%	-1%	-4
15	NS(=O)(=O)c1ccc(Nc2ccc3cc(S(=O)(=O)N4CCCCC4)ccc3n2)cc1	21	·	·	0%	-9	0.0%	0%	10%	-1%	0%	-41
16	Cc1cnc(NC(=O)c2cc3ccccc3o2)s1	-2	-1	-1%	5%	-3	-0.1%	1%	11%	?	-12%	12
17	COc1ccc(CCC(=O)NCCS(=O)(=O)N2CCN(c3ccc(OC)cc3)CC2)cc1	3	4	·	-2%	2	-0.4%	-1%	-3%	-2%	1%	-12
18	CCOc1ccc(-c2noc(CCC(=O)NC)n2)cc1OCC	9	1	21%	4%	17	0.3%	4%	0%	-3%	-4%	2
19	O=C1OCCC/C1=C\c1ccc2c(c1)OCO2	-11	1	0%	8%	-4	0.6%	-15%	25%	-15%	-1%	20
20	COc1cc(OC)cc(C(=O)NN2CCOCC2)c1	-3	·	1%	-5%	-12	0.1%	4%	-5%	5%	8%	6
21	COc1ccc(Cl)cc1S(=O)(=O)NCc1nc2nc(C)cc(C)n2n1	-19	2	2%	·	-1	-0.2%	0%	8%	10%	6%	-3
22	COc1ccc(CC(=O)NCc2ccc3c(c2)cc(C)n3C)cc1	3	-1	-2%	1%	5	0.1%	0%	-22%	?	4%	5
23	Cc1cccc(C)c1NC(=O)CNC(=O)c1ccc(NS(=O)(=O)c2ccc3[nH]c(=O)[nH]c3c2)cc1	-4	·	·	·	-5	-0.1%	2%	27%	4%	0%	10
24	CC(=O)C1=C(O)C(=O)OC1c1ccc(C)cc1 (configuration not stated)	-4	6	1%	-2%	13	-0.1%	5%	6%	16%	0%	2
25	COc1ccccc1CNC(=O)CCc1ccccc1	20	1	1%	-2%	-20	0.2%	1%	-13%	8%	-8%	1
26	COC(=O)c1sccc1NC(=O)COc1ccc(C)cc1	-1	-1	1%	-1%	2	0.1%	0%	1%	?	-14%	18
27	Cc1ccc(C(=O)N2CC(C(=O)O)C2)cc1	12	1	3%	-2%	-3	-0.3%	2%	6%	0%	-1%	-17
28	CCOC(=O)C1=C(C)N(C2CCCCC2)C(=O)C1	-23	2	0%	8%	-18	-0.8%	0%	18%	1%	-4%	-5
29	CCc1c(C)sc(NC(=O)c2ccco2)c1C#N	-2	-1	-4%	2%	-10	0.3%	1%	13%	?	-9%	-9
30	O=C(CSc1n[nH]c(=O)[nH]c1=O)Nc1ccc(SC(F)F)cc1	-6	·	·	·	2	-1.1%	3%	-14%	?	-4%	6
31	O=C(NCc1ccccc1Cl)c1ccccc1CCc1ccccc1	-12	5	-15%	1%	-14	-1.1%	-5%	-1%	6%	?	-10
32	CCOc1cc(CNn2nnnc2N)ccc1OCC(=O)NC(C)(C)C	1	-2	7%	-4%	4	-0.3%	1%	-2%	-17%	3%	12
33	Cc1ccc(SCC(=O)NNC(=O)c2ccccc2)c(C)c1	-9	-1	-3%	0%	-2	-0.4%	2%	-1%	-7%	3%	3
34	COc1c(Cl)cc(Cl)cc1C(=O)n1nc(C)cc1C	-6	-4	-9%	3%	-3	0.4%	-5%	-4%	?	-5%	-1
35	CNC(=O)CN(C1CCCCC1)S(=O)(=O)c1ccc(F)cc1	-6	1	-17%	0%	10	0.4%	0%	5%	8%	1%	5
36	Fc1cc(F)cc(NC(=S)N2CCN(c3ncccn3)CC2)c1	5	1	7%	0%	i	-0.1%	0%	-1%	?	0%	3
37	O=C(NCc1nnnn1-c1ccc(F)c(F)c1)c1ccc2ccccc2c1	-6	·	·	·	8	-0.1%	0%	6%	-3%	1%	1
38	O=C(CCNC(=O)c1ccccc1Cl)Nc1nc2ccccc2s1	-10	0	-2%	3%	-5	-0.1%	3%	0%	?	-4%	-4
39	Cc1nc(C(F)(F)F)ccc1C(=O)Nc1ccccc1F	22	3	-21%	·	1	0.4%	4%	14%	11%	0%	0
40	CCc1nnc(NC(=O)CSc2nccn2-c2cccc(C)c2)s1	6	4	2%	2%	-10	0.2%	?	-13%	-20%	15%	-18
41	CC1=NN(C(N)=S)C(=O)C1N=Nc1c(C)cc(C)cc1C (configuration not stated)	-2	3	-5%	-1%	-1	?	0%	4%	-14%	12%	-10
42	CC1(C)CC(NC(=O)c2ccc(-c3ccc([N+](=O)[O-])cc3)o2)CC(C)(C)N1	-17	·	1%	-5%	0	-1.2%	-1%	14%	8%	-4%	-25
43	CCCn1c(CCNc2nc(-c3ccc(OC)cc3)cs2)nc2ccccc21	-3	1	-2%	·	-22	-0.1%	0%	11%	18%	13%	-20
44	Cc1cc(C)cc(N(CC(=O)NCc2ccc(F)cc2)C(=O)CCC(=O)Nc2ccccn2)c1	1	3	-2%	8%	-1	0.1%	2%	11%	3%	1%	6
45	Cc1ccc2c(COC(=O)c3ccccc3F)cc(=O)oc2c1	-5	0	2%	-2%	-14	-1.0%	2%	-5%	?	0%	0
46	O=Cc1ccccc1OCCOc1ccc([N+](=O)[O-])cc1	-10	3	0%	-2%	3	-0.1%	1%	-3%	?	-43%	-6
47	COc1cc(-c2nnc(SCC(=O)NC3CCS(=O)(=O)C3)o2)cc(OC)c1OC (configuration not stated)	-17	2	2%	10%	1	-0.1%	1%	12%	-3%	3%	-10
48	COC(=O)c1c(O)cc(C(C)(C)C)n(-c2ccc(F)cc2)c1=O	-3	3	-2%	-1%	-116*	-0.8%	0%	3%	0%	-1%	-216*
